Assay outcomes: PubChem BioAssay, several laboratories
SSB-PriA inh = K. pneumoniae PriA-SSBct interaction inhibition | inhibition, % at 33 µM | AID 1272365 | AlphaScreen SSBct-PriA binding, biotinylated peptide | hit rate 0.6% among 430,000; in the data active = inhibition mostly above about 37%, no sharp cut-off; inactive = mostly below about 20%;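 also: plate controls were negative control peptide for no effect and reference peptide for full effect; strong numbers were not always called active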
BoNT-A LC inh2 = inhibitors of Botulinum neurotoxin A light chain protease; multiplex microsphere protease substrate cleavage, flow cytometry; inhibition, % at 10 µM; hit rate 0.17% among 360,000; AID 588499; also: plate controls were buffer without enzyme for full effect and enzyme alone for no effect
Anthrax LF prot = blocks Bacillus anthracis lethal factor protease | hit rate 0.12% among 360,000 | inhibition, % at 10 µM | AID 588501 | multiplex microsphere protease cleavage assay, LF; also: plate controls were buffer without enzyme for full effect and enzyme alone for no effect
PfHsp40 rescue = rescue of PfHsp40-mediated yeast toxicity. S. cerevisiae expressing PfHsp40, growth rescue, ATP luminescence. growth rescue, % at 12.5 µM. hit rate 0.68% among 340,000; in the data active = growth rescue above about 28%, passing the limit was not always enough; inconclusive = no clear call, values can overlap the other calls;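 also: yeast W303a lacking pdr1 and pdr3 grown in galactose medium; growth measured after three days at 30 °C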
SARS 3CLpro inh = SARS-CoV 3CLpro protease inhibition; inhibition, % at 6 µM; recombinant SARS-CoV 3CLpro, quenched FRET peptide cleavage; hit rate 0.14% among 290,000; P0C6X7; AID 1706; in the data active = inhibition above about 12%
PrPC TRFRET = inhibitors of human cell surface prion protein PrPC. P04156. TR-FRET read-out. inhibition, % at 13.8 µM. hit rate 0.43% among 370,000; in the data active = inhibition above about 24%; also: 0% = median of the test wells and 100% = reference compound wells
Y pestis TopoI = inhibitors of Yersinia pestis topoisomerase I | AID 504884 | Y. pestis Topo-I cleavage product accumulation, plate reader | activity, % at 10 µM | hit rate 0.064% among 360,000; in the data active = activity above about 50%, passing the limit was not always enough; inconclusive = no clear call, values can overlap the other calls; also: inactives centre near 2
Vc quorum ag = induces V. cholerae light production without autoinducers; V. cholerae BH1578 lux reporter, luminescence, 6 h; activation, % at 18.7 µM; hit rate 0.16% among 350,000; in the data active = activation mostly above about 9.7%, no sharp cut-off; inconclusive = no clear call, values can overlap the other calls; inactive = mostly below about 3.7%; also: not every result past the cut was called active; inactives centre near 0; reference of the scale not given here
TcdB inh = blocks C. difficile toxin B glycohydrolase activity; P18177; TcdB glycohydrolase enzymatic assay, plate reader; inhibition, % at 9.99 µM; hit rate 0.24% among 350,000; in the data active = inhibition above about 10%
Target sequence (P18177 whole entry, looked up): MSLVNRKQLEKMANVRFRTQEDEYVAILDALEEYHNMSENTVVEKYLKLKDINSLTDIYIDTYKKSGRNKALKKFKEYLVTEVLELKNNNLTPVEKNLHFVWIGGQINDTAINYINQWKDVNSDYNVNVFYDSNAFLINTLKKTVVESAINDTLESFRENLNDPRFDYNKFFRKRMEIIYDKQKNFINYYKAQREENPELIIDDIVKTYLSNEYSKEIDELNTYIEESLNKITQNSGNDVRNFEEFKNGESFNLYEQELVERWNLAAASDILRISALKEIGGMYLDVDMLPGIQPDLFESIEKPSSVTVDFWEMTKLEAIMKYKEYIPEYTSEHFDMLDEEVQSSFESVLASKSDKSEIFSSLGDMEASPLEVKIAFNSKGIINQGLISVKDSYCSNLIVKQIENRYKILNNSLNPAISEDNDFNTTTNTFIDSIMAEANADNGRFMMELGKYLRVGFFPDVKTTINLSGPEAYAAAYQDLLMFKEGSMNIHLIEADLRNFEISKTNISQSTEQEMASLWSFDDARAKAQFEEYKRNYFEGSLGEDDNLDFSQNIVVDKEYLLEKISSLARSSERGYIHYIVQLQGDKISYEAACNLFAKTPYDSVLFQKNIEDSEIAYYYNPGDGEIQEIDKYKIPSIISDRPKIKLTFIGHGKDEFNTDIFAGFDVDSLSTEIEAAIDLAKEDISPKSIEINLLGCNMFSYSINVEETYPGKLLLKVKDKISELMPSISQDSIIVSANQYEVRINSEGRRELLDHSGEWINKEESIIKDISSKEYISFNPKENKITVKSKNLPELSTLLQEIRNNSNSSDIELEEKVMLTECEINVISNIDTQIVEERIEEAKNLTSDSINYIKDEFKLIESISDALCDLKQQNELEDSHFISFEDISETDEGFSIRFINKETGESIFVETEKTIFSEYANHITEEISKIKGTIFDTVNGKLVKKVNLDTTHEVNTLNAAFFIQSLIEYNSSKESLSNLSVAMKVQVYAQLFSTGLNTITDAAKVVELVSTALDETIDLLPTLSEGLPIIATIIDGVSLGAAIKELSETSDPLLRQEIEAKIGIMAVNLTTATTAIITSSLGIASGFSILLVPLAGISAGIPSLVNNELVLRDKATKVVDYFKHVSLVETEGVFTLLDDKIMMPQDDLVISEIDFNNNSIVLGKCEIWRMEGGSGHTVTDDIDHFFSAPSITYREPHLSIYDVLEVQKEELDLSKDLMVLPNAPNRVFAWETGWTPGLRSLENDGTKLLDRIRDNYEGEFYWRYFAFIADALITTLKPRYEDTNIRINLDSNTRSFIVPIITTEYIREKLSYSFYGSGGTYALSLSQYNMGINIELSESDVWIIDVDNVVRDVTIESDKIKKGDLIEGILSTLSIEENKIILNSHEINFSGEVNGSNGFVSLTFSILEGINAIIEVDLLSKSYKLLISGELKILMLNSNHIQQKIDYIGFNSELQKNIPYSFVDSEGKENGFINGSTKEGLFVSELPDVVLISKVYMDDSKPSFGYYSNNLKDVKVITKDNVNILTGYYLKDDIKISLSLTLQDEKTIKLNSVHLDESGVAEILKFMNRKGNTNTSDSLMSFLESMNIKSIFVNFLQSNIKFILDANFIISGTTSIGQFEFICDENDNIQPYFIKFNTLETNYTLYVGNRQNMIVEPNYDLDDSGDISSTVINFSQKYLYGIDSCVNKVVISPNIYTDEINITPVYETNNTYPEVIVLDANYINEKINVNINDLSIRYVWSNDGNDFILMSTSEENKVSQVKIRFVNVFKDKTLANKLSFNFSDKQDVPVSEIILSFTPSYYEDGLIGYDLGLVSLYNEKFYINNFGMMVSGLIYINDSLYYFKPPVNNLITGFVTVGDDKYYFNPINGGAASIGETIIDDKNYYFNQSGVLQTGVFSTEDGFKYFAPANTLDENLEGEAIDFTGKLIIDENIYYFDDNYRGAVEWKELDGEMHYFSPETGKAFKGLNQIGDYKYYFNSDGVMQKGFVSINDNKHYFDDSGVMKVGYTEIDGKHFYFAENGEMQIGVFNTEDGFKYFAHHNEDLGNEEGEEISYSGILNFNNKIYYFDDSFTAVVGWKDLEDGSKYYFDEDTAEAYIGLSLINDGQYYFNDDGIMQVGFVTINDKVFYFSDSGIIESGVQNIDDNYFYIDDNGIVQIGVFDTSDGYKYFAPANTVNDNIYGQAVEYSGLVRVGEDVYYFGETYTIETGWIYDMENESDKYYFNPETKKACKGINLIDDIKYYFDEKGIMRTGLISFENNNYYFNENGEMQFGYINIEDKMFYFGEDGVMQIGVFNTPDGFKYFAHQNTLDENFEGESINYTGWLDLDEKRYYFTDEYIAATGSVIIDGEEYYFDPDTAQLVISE
* marks the source's active call; other numbers are inactive results; i = inactive; ? = inconclusive; · = no result given; & = joins results of further samples. Rule as the data show it, unless noted: active = inhibition above about 30%; inconclusive = no clear call, values can overlap the other calls; inactive = below that. Some of the compounds tested; rates above refer to the full screens.

SMILES | SSB-PriA inh | BoNT-A LC inh2 | Anthrax LF prot | PfHsp40 rescue | SARS 3CLpro inh | PrPC TRFRET | Y pestis TopoI | Vc quorum ag | TcdB inh
Cc1ccc(OCCNC(=O)c2ccccc2O)cc1 | -12 | -0.8 | 12 | 12 | 6 | -2 | -12 | -0.8 | 0.7
Cc1onc(-c2c(F)cccc2Cl)c1C(=O)Nc1cccc(Cn2cccn2)c1 | -9 | 0.6 | -4 | 1.3 | 1 | -3 | 6 | -0.4 | ·
CCCc1nc(SCC(=O)Nc2nc3c(s2)CCCC3)c2ccccc2n1 | 5 | -0.3 | -4 | 0.1 | -4 | 20 | -4 | i | 1.9
CS(=O)(=O)N(CC(=O)N1CCN(Cc2ccccc2)CC1)Cc1ccccc1 | -15 | -2.2 | -3 | 0.2 | -4 | 0 | 12 | -0.4 | 2.3
OCc1nc2ccccc2n1CCCOc1ccccc1 | -8 | -0.7 | 1 | 0.1 | -5 | 8 | 2 | 1.1 | -0.4
CCOC(=O)c1c(-c2ccccc2)csc1NC(=O)/C(C#N)=C/c1ccc(O)c(OC)c1 | -3 | 2.1 | 3 | 1.7 | 5 | -3 | 7 | i | ·
CN1CCN(c2nc(Cl)ncc2F)CC1 | -9 | -0.4 | -1 | -0.4 | -4 | 6 | 13 | -0.4 | 0.3
CC(=O)Nc1ccc(NC(=O)CSc2nnc(CNc3ccc(F)cc3)n2CC2CCCO2)cc1 (stereo unspecified) | 5 | -0.1 | 6 | -0.3 | -3 | 1 | -2 | -0.3 | 0.1
COc1ccc(-n2c(=O)c3c4c(sc3n3c(=S)[nH]nc23)COC(C(C)C)C4)cc1 (stereo unspecified) | 2 | 0.9 | -2 | · | -1 | 10 | 6 | 1.1 | 5.9
Cc1ccc(-c2ccccc2[C@@H]2C[C@H]3CN(C)C(=O)[C@]34CCCN24)o1 | -12 | -0.4 | -9 | -0.4 | -1 | -6 | 25 | i | 0.7
O=C(CNC(=O)c1ccccc1F)OCCCOC(=O)CNC(=O)c1ccccc1F | -8 | -108 | -23 | 1.1 | · | 1 | -14 | i | 2.1
O=C(CCN1C(=O)S/C(=C\c2ccccc2)C1=O)N1CCCCC1 | 1 | 0.9 | 7 | 1.7 | 5 | -5 | 2 | i | 1.3
CCCNC(=O)c1csc(Nc2cccc3ccccc23)n1 | -3 | -2.3 | -2 | -2.1 | -2 | -8 | 10 | i | 0.3
CC(C)(C)OC(=O)N1CCC[C@H]1c1nnc(SCc2c(Cl)cccc2Cl)o1 | -22 | 0.3 | -3 | 0.7 | 1 | -3 | -6 | i | ·
O=C(CNc1ccc(F)cc1F)NC(=O)NCc1ccco1 | -4 | -1.4 | -4 | -0.5 | -4 | 0 | 4 | -0.4 | 1.3
CCOC(=O)C1(Cc2ccccc2)CCN(Cc2ccc(COC)o2)CC1 | -23 | -0.7 | -2 | 2.9 | -6 | -1 | 5 | i | -0.5
OC(c1ccc(F)c(F)c1)c1nc(-c2ccoc2)cs1 (stereo unspecified) | · | -0.9 | -2 | · | · | 4 | 2 | -0.6 | -6.2
O=C(CCc1c[nH]c2ccccc12)NCCOc1ccccc1 | -10 | -0.1 | -2 | -0.5 | 0 | 5 | 0 | -0.4 | -2.0
Cc1ccc(C(=O)Nn2cnnc2)cc1 | 3 | -3.3 | -4 | -0.8 | -1 | 4 | -4 | i | 0.6
O=c1[nH]cnc2c1cnn2Cc1ccccc1 | -13&-7 | ? | -3 | -1.8 | -6 | 7 | 4 | -1.4 | ·
Cc1ccc2c(Cl)c(C(=O)NCC3CCCO3)sc2c1 (stereo unspecified) | -9 | -0.1 | 0 | -0.3 | 0 | 25* | 24 | -0.3 | ·
COc1cccc(NC(=O)CN(C)C(=O)[C@@H]2CCCN2C(=O)c2cccs2)c1 | 2 | -0.2 | 0 | 0.3 | · | 7 | 11 | 5.0 | 2.7
CCCN(CCC)C(=O)c1cc(-c2ccc3c(c2)OCO3)nc2ccccc12 | -26 | 3.0 | -1 | -1.4 | 1 | · | 5 | i | ·
COC(=O)c1scc(S(=O)(=O)C(C)(C)C)c1N | -4 | 0.7 | -1 | -0.3 | 2 | 14 | -2 | -0.4 | 0.5
O=C(N[C@H]1C/C=C\C[C@H](CC(=O)N(CCO)Cc2ccccc2)C(=O)N[C@H](Cc2c[nH]c3ccccc23)COC1=O)OCC1c2ccccc2-c2ccccc21 | 21 | -0.6 | 2 | 0.8 | · | 5 | 5 | i | 0.7
CC(C)NC(=O)c1cc(C2CCCCN2S(=O)(=O)c2ccc(F)cc2F)on1 (stereo unspecified) | · | -0.5 | 4 | · | · | -4 | -2 | -0.4 | -0.3
CN(C(=O)c1ccccc1C(=O)OCC(=O)c1ccc(F)cc1)c1ccccc1 | -7 | -1.0 | -10 | 0.5 | · | 5 | 23 | i | 1.6
CCc1ccc(NC(=O)[C@H](NC(=O)[C@@H]2Cc3ccccc3CN2)c2ccccc2)cc1 | -1 | -1.8 | -2 | 0.7 | 4 | -6 | 23 | i | 0.5
O=[N+]([O-])c1cccnc1C1OCCO1 | · | -0.4 | 0 | · | · | -7 | -5 | i | 1.6
NS(=O)(=O)c1ccc(NS(=O)(=O)c2ccc(C3CNC(=O)C3)cc2)cc1 (stereo unspecified) | -4 | -4.0 | -8 | -0.5 | -8 | 2 | -3 | -0.2 | -12
CCOC(=O)c1ccccc1NC(=S)N1CCC(C(N)=O)CC1 | -12 | -0.2 | -9 | -0.2 | -4 | -1 | -3 | i | 1.1
O=C(O)Cn1cnc2c(OCc3ccccc3)ncnc21 | -4 | -0.1 | -3 | -0.6 | · | -6 | 2 | -3.1 | 0.1
NC(=S)Nc1ccccc1Br | -17 | -7.8 | -8 | -0.7 | 1 | 9 | -2 | -0.4 | 0.0
CCn1nc2cc(C(=O)NCC34CC5CC(CC(C5)C3)C4)ccc2c1OC | -11 | -0.4 | 2 | -1.1 | -2 | 10 | 20 | -0.5 | -1.6
Cc1cc(C(F)(F)F)n(-c2nc(C(=O)NNS(=O)(=O)c3ccccc3)cs2)n1 | -15 | · | · | 0.1 | 1 | 3 | -11 | i | ·
Cc1ccc(C)c(NS(=O)(=O)c2ccc(OCC(=O)NCc3ccco3)cc2)c1 | -4 | -0.6 | 5 | 0.3 | 0 | 2 | 12 | 5.3 | ·
O=C(CSc1ccc(-c2ccncc2)nn1)c1ccccc1 | -2 | -0.7 | -5 | 0.5 | -4 | 4 | 2 | -0.5 | -0.2
COC(=O)c1cc(Nc2cc(C)nc3ncnn23)cc(C(=O)OC)c1 | -4 | -0.5 | -2 | -0.8 | -3 | 6 | -3 | -0.3 | 0.4
O=C(CCN1C(=O)/C(=C/c2ccccc2Cl)SC1=S)N1CCOCC1 | -2 | 1.9 | -2 | 0.0 | -2 | -7 | 4 | -2.0 | 1.8
C[C@@H](C(=O)Nc1ccc2c(c1)OCCO2)n1c(=O)[nH]c2ccccc2c1=O | -4 | -0.4 | 0 | -1.4 | -1 | -6 | 3 | -0.3 | 0.8

Among those listed so far, these contain an aryl methoxy group:
SMILES | SSB-PriA inh | BoNT-A LC inh2 | Anthrax LF prot | PfHsp40 rescue | SARS 3CLpro inh | PrPC TRFRET | Y pestis TopoI | Vc quorum ag | TcdB inh
CCOC(=O)c1c(-c2ccccc2)csc1NC(=O)/C(C#N)=C/c1ccc(O)c(OC)c1 | -3 | 2.1 | 3 | 1.7 | 5 | -3 | 7 | i | ·
COc1ccc(-n2c(=O)c3c4c(sc3n3c(=S)[nH]nc23)COC(C(C)C)C4)cc1 (stereo unspecified) | 2 | 0.9 | -2 | · | -1 | 10 | 6 | 1.1 | 5.9
COc1cccc(NC(=O)CN(C)C(=O)[C@@H]2CCCN2C(=O)c2cccs2)c1 | 2 | -0.2 | 0 | 0.3 | · | 7 | 11 | 5.0 | 2.7
CCn1nc2cc(C(=O)NCC34CC5CC(CC(C5)C3)C4)ccc2c1OC | -11 | -0.4 | 2 | -1.1 | -2 | 10 | 20 | -0.5 | -1.6

Back to the main list, repeating the 2 entries before the break.
SMILES | SSB-PriA inh | BoNT-A LC inh2 | Anthrax LF prot | PfHsp40 rescue | SARS 3CLpro inh | PrPC TRFRET | Y pestis TopoI | Vc quorum ag | TcdB inh
O=C(CCN1C(=O)/C(=C/c2ccccc2Cl)SC1=S)N1CCOCC1 | -2 | 1.9 | -2 | 0.0 | -2 | -7 | 4 | -2.0 | 1.8
C[C@@H](C(=O)Nc1ccc2c(c1)OCCO2)n1c(=O)[nH]c2ccccc2c1=O | -4 | -0.4 | 0 | -1.4 | -1 | -6 | 3 | -0.3 | 0.8
COC(=O)c1ccc(CSc2nnc(NC(C)C)s2)cc1 | -3 | 0.0 | -3 | 2.4 | -2 | 5 | -5 | -4.0 | ·
Cc1ccc(S(=O)(=O)N2CCOCC2)cc1NC(=O)Cn1nc(C)c([N+](=O)[O-])c1C | -11 | -4.6 | -3 | · | · | 8 | 0 | i | -1.2
CCN(CC)C(=O)Cn1cnc2sc(C(=O)NCCCN3CCOCC3)c(C)c2c1=O | 5 | -6.6 | -7 | 1.2 | -4 | -5 | -3 | i | 0.6
CCCOc1ccc(C(=O)N/N=C/c2c[nH]c3ccc(Br)cc23)cc1 | · | -1.4 | 2 | 0.0 | 6 | 1 | -7 | -0.6 | 0.2
CC(C)OC(=O)CC12CN3CN(C1)CC(CC(=O)OC(C)C)(C3)C2=O | -5 | -1.4 | 6 | -1.4 | 2 | -4 | 2 | i | 1.7
Cc1[nH]c2ccccc2c1C(=O)CCl | -7&-7 | -0.5 | 0 | 0.5 | 3 | -6 | 9 | -0.3 | 0.0
CC(C)c1nc(CNC(=O)C2CCC(=O)N(CCc3cccc(F)c3)C2)cs1 (stereo unspecified) | -2 | 0.4 | -1 | 0.0 | -4 | -2 | 14 | 0.8 | 1.3
Cc1ccc(C(=O)NCCNC(=O)COc2ccc(Cl)cc2)cn1 | -2 | 3.5 | 2 | -1.3 | 0 | -7 | 12 | i | -0.1
Cc1c(-c2cccc(NC(=O)c3cccs3)c2)nc2ncccn12 | -2 | -0.2 | 1 | 0.1 | -2 | -18 | 1 | -0.3 | 1.3
COc1ccc2c(COC(=O)[C@H](C)NS(=O)(=O)c3ccccc3F)cc(=O)oc2c1 | -9 | 1.2 | 0 | 0.1 | · | 1 | 12 | -0.8 | -0.7
C[C@H](CO)N1C[C@H](C)[C@@H](CN(C)S(=O)(=O)c2ccccc2F)Oc2ncc(Br)cc2C1=O | · | -0.1 | 0 | · | · | -3 | 6 | -2.4 | -0.4&0.0
COC(=O)c1c(NC(C)=O)sc2c1CCCC2 | 5 | -1.6 | -10 | 0.3 | 0 | -2 | 3 | i | ·
Cc1cccc(C(CC(=O)NCCc2ccccc2)c2ccccc2)c1O (stereo unspecified) | -21 | -0.4 | 1 | 4.1 | 8 | 9 | 16 | i | 0.5
Cc1cc(=O)n(C)c(=O)n1CCCCOc1cccc([N+](=O)[O-])c1 | -2 | -0.4 | 0 | 0.3 | 6 | -13 | 7 | -2.7 | 0.3
CCCCN1CC(N2CCN(Cc3cccc(C)c3)CC2)CS1(=O)=O (stereo unspecified) | · | 0.4 | -1 | · | · | -6 | · | · | 1.9
CC1CCN(c2c(NCC3CCC(C(=O)Nc4ccccn4)CC3)c(=O)c2=O)CC1 (stereo unspecified) | -2 | 0.7 | -2 | -1.1 | -2 | -4 | -4 | -0.2 | 2.0
Cc1c(CCOC(=O)c2ccc(N3CCOCC3)c([N+](=O)[O-])c2)sc[n+]1CC#N | 12 | 0.5 | -3 | 0.0 | -3 | -16 | 7 | i | 0.1
CC(C)(C)S(=O)(=O)c1cnc(N2CCOCC2)nc1N | -11 | -0.1 | -4 | 1.9 | 0 | 10 | 0 | -0.5 | -0.8
